High-throughput results (PubChem)
TWEAK Fn14 block: inhibitors of TWEAK-Fn14 signaling, primary screen, luciferase reporter cells, uHTS; TWEAK-stimulated Fn14 reporter cells, luciferase luminescence, 8 h; inhibition, % at 10 µM; hit rate 2% among 360,000; in the data active = inhibition above about 50%
NR2F2 inh: NR2F2 transcriptional activity inhibitors, primary screen, cell-based, luciferase reporter, HEK293T, luminescence. HEK293T NGFI-A luciferase reporter. inhibition, % at 8.6 µM. COUP transcription factor 2 (Homo sapiens), P24468. AID 686940, 2013. hit rate 0.7% among 370,000;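 active = inhibition above a per-plate cutoff, mean inhibition of test wells between control levels plus 3 SD, cut at about 38% in these data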;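 note: cells cotransfected with COUP-TFII expression vector driving the NGFI-A reporter; 0% = median of COUP-TF2 test wells and 100% = reporter-only cells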
Target sequence (P24468 whole entry, looked up): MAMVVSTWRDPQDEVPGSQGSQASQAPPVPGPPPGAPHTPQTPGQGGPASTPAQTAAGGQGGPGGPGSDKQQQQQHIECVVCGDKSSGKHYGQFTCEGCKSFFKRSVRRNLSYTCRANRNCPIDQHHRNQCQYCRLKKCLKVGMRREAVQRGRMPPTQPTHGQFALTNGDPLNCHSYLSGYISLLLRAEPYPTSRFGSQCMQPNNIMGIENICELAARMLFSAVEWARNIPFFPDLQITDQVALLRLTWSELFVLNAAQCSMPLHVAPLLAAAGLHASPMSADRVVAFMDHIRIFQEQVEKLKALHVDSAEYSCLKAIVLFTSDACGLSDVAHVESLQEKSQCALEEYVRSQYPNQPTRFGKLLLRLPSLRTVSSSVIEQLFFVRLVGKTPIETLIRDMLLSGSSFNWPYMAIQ
CF NFkB inh: inhibitors of PAF-induced NF-kB signaling, primary screen, cell-based, GFP fluorescence, uHTS | AID 588850, 2011 | KKLEB NF-kB-GFP reporter, GFP fluorescence overnight | inhibition, % at 5 µM | hit rate 0.86% among 360,000;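 active = at least 50% inhibition at 5 µM, scaled per plate between neutral and stimulator controls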;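 note: PAF is a Pseudomonas aeruginosa culture filtrate used as stimulus; plate controls were PAF-stimulated DMSO wells for no effect and unstimulated DMSO wells for full effect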
LMP1 NFkB inh: EBV LMP1-driven NF-kappaB luciferase reporter inhibitors, primary screen, cell-based, luminescence, single point; inhibition, % at 12.5 µM; hit rate 0.69% among 350,000; LMP1-induced NF-kappaB luciferase reporter cells; AID 504558, 2011; in the data active = inhibition above about 41%;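 note: 0% = neutral control wells and 100% = reference inhibitor control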
TROY NFkB inh: inhibitors of TROY-driven NF-kB signaling, primary screen, Q293 LMP1-TROYcd cells, NF-kB luciferase, uHTS; Q293 LMP1-TROYcd NF-kB luciferase reporter, 4 h; inhibition, % at 10 µM; hit rate 0.98% among 360,000; AID 1347056, 2019;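 active = compounds whose plate-normalised and pattern-corrected inhibition of the luciferase reporter signal at the single screening dose is 50% or more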
Shn3 3UTR inh: reduction of Shn3 3'UTR firefly luciferase signal, primary screen, Schnurri-3 inhibitor project, cell-based, Clone20 osteoblasts, set 2. AID 588674, 2011. Clone20 osteoblast Shn3 3'UTR firefly luciferase, 24 h. hit rate 0.52% among 360,000. inhibition, % at 12.5 µM;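 active = mean inhibition of at least 75% with every replicate also reaching 75%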;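 note: 0% = median of neutral control wells and 100% = pilot-screen positive control compound; some compounds past the cut are filed as inactive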
SRC1 inh: SRC1 coactivator transcriptional activity inhibitors, primary screen, cell-based, luminescence | hit rate 0.12% among 360,000 | Nuclear receptor coactivator 1 (Homo sapiens), Q15788 | HEK293 GAL4-SRC1 luciferase reporter | AID 588354, 2011 | inhibition, % at 3.6 µM;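 active = inhibition above the campaign mean plus 3 SD, with each screening campaign given its own cutoff, cut at about 60% in these data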;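 note: 0% = DMSO treated cells and 100% = gossypol at 36 µM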
LRH-1 inv ag: LRH-1 (NR5A2) inverse agonists, primary screen, cell-based, luminescence, HEK293T, StAR-luciferase reporter; Nuclear receptor subfamily 5 group A member 2 (Homo sapiens), O00482; LRH-1 transfected, 24 h; inhibition, % at 3.6 µM; hit rate 0.13% among 360,000; AID 602396, 2012;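 active = inhibition above the mean inhibition of all tested compounds plus 3 SD, cut at about 73% in these data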;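 note: 0% = DMSO wells and 100% = reporter-only cells lacking LRH-1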
Target sequence (O00482 whole entry, looked up): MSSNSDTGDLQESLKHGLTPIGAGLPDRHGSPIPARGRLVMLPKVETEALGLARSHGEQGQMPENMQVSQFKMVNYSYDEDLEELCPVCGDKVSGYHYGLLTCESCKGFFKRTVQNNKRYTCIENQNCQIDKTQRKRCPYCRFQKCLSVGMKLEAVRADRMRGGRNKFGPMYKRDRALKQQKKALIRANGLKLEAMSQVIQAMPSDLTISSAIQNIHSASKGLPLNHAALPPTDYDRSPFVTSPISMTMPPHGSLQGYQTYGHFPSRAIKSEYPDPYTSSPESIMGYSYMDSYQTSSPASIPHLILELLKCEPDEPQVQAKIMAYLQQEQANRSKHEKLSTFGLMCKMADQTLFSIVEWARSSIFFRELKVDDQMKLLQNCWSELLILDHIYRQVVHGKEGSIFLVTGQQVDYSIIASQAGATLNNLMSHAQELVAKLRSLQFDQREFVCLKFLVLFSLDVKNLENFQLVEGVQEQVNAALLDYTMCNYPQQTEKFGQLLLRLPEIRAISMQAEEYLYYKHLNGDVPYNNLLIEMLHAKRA
KKLEB cytotox: cytotoxicity in KKLEB CF airway cells, primary screen, cytotoxicity control for CF NF-kB inhibitor project, cell-based, uHTS, fluorescence assay plates; activity change (cytotoxicity), % at 5 µM; KKLEB CF airway cells viability, ATPlite luminescence, overnight; hits give low values; cells stimulated with P. aeruginosa culture filtrate; hit rate 0.36% among 360,000;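 active = corrected activity change at or below -50% at 5 µM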
TRAIL sens C8: viability loss with TRAIL in NB7+C8 cells, primary screen, TRAIL sensitizer project, cell-based, ATPlite luminescence. inhibition (viability loss, TRAIL sensitization), % at 10 µM. hit rate 1% among 360,000. AID 624354, 2012;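 active = compounds causing at least 50% loss of cell viability in the single-dose screen, relative to plate controls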
NCOA3 inh: SRC3 coactivator transcriptional activity inhibitors, primary screen, cell-based, luminescence; Nuclear receptor coactivator 3 (Homo sapiens), Q9Y6Q9; HEK293 GAL4-SRC3 luciferase reporter; inhibition, % at 3.6 µM; hit rate 0.17% among 360,000; AID 588352, 2011;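 active = inhibition above a per-campaign cutoff, the mean of all compounds plus 3 SD, cut at about 60% in these data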;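 note: 0% = DMSO-treated cells and 100% = gossypol-treated cells at 36 µM; higher means less SRC3-driven luciferase light from the GAL4 reporter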
Numbers without * were called inactive.

SMILES	TWEAK Fn14 block	NR2F2 inh	CF NFkB inh	LMP1 NFkB inh	TROY NFkB inh	Shn3 3UTR inh	SRC1 inh	LRH-1 inv ag	KKLEB cytotox	TRAIL sens C8	NCOA3 inh
CN(C)S(=O)(=O)c1ccc(NC(=S)NC(=O)Cc2ccccc2)cc1	-6	3	-6	4	-5	9	-3	4	20	0	1
Cc1cc(/C=C(\C#N)C(=O)NC2CCCCCC2)c(C)[nH]1	-23	-17	6	-22	-71	-10	-37	-49	-5	0	-29
Cc1cc(C)n(-c2ccc(C(=O)Nc3cccc(S(=O)(=O)N(C)C)c3)cc2)n1	37	43*	2	13	25	76	13	16	-2	12	34
CC(=O)OC1COC(N2CCc3ccccc32)C(OC(C)=O)C1OC(C)=O (stereo not drawn)	61*	7	9	3	2	7	-19	4	4	-9	4
Cc1ccc(-c2csc(NC(=O)C3=COCCO3)n2)cc1C	1	16	-43	-25	-17	31	-79	-68	17	15	-75
Cc1cc(N2CCN(S(=O)(=O)c3ccc4c(c3)OCCO4)CC2)n2ncnc2n1	12	0	-6	5	12	3	-4	19	6	14	0
CCOC(=O)N1CCC(NC(=O)CCc2c(C)nc3c(c(C)nn3-c3ccccc3)c2C)CC1	-10	7	-23	2	5	-8	5	10	-3	5	3
O=C(Nc1cccc(S(=O)(=O)N2CCCCCC2)c1)c1cncc(Br)c1	28	2	27	-3	26	18	11	-1	-8	3	-6
O=C(CS(=O)(=O)c1ccccc1)Nc1nnc(-c2cccs2)o1	9	-4	-16	-3	18	3	-4	7	11	-7	3
CCc1ccc(-c2nc(SCC(=O)N3CCOCC3)n[nH]2)cc1	-11	6	20	-5	-15	-12	-19	-11	7	24	-2
CCCC(=O)Nc1nc(C)c(-c2csc(Nc3cc(OC)ccc3OC)n2)s1	-14	4	43	-3	22	11	-18	11	-1	10	14
COc1cccc(OC)c1OCCOc1ccc(C(=O)c2ccccc2)cc1	17	0	-16	2	25	6	11	-5	8	-6	14
CC(C)(C)OC(=O)NOCC(=O)N(CC(=O)c1ccccc1)Cc1ccccc1	-4	-2	-9	-3	-11	-6	-15	0	0	6	16
COc1cc(SC)ccc1C(=O)N1CCCc2ccccc21	-13	-3	21	-64	-8	-11	-4	-1	-7	14	-10
COC(=O)Nc1ccccc1C(=O)N1CCCCC1	-6	0	10	-12	2	7	5	-6	0	9	7
O=C(CCSc1ccc(Cl)cc1)NCc1ccccn1	3	-5	-2	0	-7	5	-4	-1	1	0	-11
O=C(c1ccc(Br)o1)N1CCN(c2ccccn2)CC1	-6	5	-11	1	-3	13	0	-6	10	-5	-1
COc1ccc(-n2c(=S)[nH]c3c(sc(=S)n3-c3ccccc3)c2=O)c(OC)c1	-12	-1	-5	1	13	14	-3	0	15	8	-39
O=C(O)c1ccccc1C(=O)c1ccc(F)c(F)c1	-5	-22	-18	-4	12	19	1	5	7	15	2
Cc1cccc(C)c1NC(=O)CNC(=O)CCC(=O)c1cccs1	-24	5	1	-9	6	-1	-16	4	-6	-2	-9
Cc1ccc(-c2cc(C(F)F)n3ncc(C(=O)NCc4ccco4)c3n2)cc1	-40	4	-14	-10	9	5	-9	6	-5	2	3
Cc1ccc(-c2nn3c(C)nnc3s2)cc1NC(=O)CSc1ccc(Cl)cc1	3	-22	-15	3	-24	44	-7	-3	21	-1	-4
CCOC(=O)Cc1nnn(CC(=O)OCC)n1	16	-5	-5	-17	12	-1	-36	10	-5	-8	-4
CCOc1ccc(-n2c(SCC(=O)Nc3cc(OC)c([N+](=O)[O-])cc3C)nc3ccccc32)cc1	-2	0	1	1	-15	8	2	15	-8	0	6
O=C(Cc1ccc(-n2c(=O)c3sccc3n(CC(=O)Nc3ccccc3F)c2=O)cc1)NCc1ccco1	14	-5	2	69*	-8	60	-22	-13	-4	-9	-4
The list goes on:
SMILES	TWEAK Fn14 block	NR2F2 inh	CF NFkB inh	LMP1 NFkB inh	TROY NFkB inh	Shn3 3UTR inh	SRC1 inh	LRH-1 inv ag	KKLEB cytotox	TRAIL sens C8	NCOA3 inh
O=C(NC1c2ccccc2-c2ccccc21)N1CCCCC1	8	9	-5	3	3	26	5	22	16	0	26
O=C(CCN1CCN(c2ccccc2F)CC1)Nc1ccc(F)cc1	5	-13	-6	0	17	7	-9	-17	-6	2	-3
O=C(CCCCCN1C(=O)c2ccccc2C1=O)Nc1nccs1	0	6	-13	3	-4	10	-4	-7	5	-5	16
CCCCC1CCC(C(=O)OC(C)C(=O)Nc2ccc(NC(C)=O)cc2)CC1 (stereo not drawn)	-2	5	22	-3	-2	-6	7	3	-6	-12	2
CC(=O)C1=C(C)OC(N)=C(C#N)C1c1cccnc1 (stereo not drawn)	3	-19	2	8	0	-11	-1	6	-2	4	0
CCOc1ccc(C2NC(=O)C(C#N)=C(S)N2c2ccc(C)cc2)cc1OC (stereo not drawn)	-6	-5	-18	-6	-19	-4	-22	5	-12	28	-4
CC(C)(C)NC(=O)COc1ccc(CNc2ncn[nH]2)cc1	-5	2	8	-2	1	-16	-1	4	-4	-14	10
CC(=O)NC1C(=O)N=C(SCC(=O)Nc2sc3c(c2C#N)CCCCCC3)NC1=O (stereo not drawn)	6	12	-3	1	12	2	-4	-1	8	-6	2
CCOC(=O)c1ccc2nc(NC(=O)C(C)C)sc2c1	-18	-74	-1	-34	-74	-43	-101	-141	-11	18	-117
C=CCn1c(=O)c2c3c(sc2n2c(Nc4ccc(OC)cc4)nnc12)CCCC3	-4	6	0	8	15	-46	6	19	11	1	8
CCCCCCCCCCCCCCCC(=O)OC/C=C(C)/C=C/C=C(C)/C=C/C1=C(C)CCCC1(C)C	3	8	-17	-2	20	1	-9	-30	8	13	-14
COc1ccc(NC(=S)NC(=O)c2ccc3c(c2)OCCO3)cc1	2	-32	5	-35	-22	-97	-58	-15	6	22	-57
CCOc1cc(S(=O)(=O)N2CCN(Cc3ccccc3)CC2)ccc1Br	15	-5	8	1	25	2	5	-7	3	-13	9
CCN(CC)c1nc2c(c(=O)[nH]c(=O)n2C)n1Cc1ccccc1Cl	-26	-22	-4	-1	5	-34	3	-16	-13	9	-8
Cc1ccc(Cl)cc1N1CCN(S(=O)(=O)c2cccc(S(=O)(=O)N3CCCC3)c2)CC1	5	10	0	-4	5	9	-10	-7	15	-5	11
CC1CCN(C(=O)COC(=O)c2cc(Cl)cc(Cl)c2N)CC1	-37	-6	6	-8	-30	8	-2	-6	-5	7	14
Cc1cc(C)nc(N2CCC(C(=O)Nc3cccc(C(F)(F)F)c3)CC2)n1	-4	9	5	1	3	6	2	-11	-6	-3	16
CCCCOc1ccc(/C(O)=C2/C(=O)C(=O)N(CCCOC)C2c2ccncc2)cc1C (stereo not drawn)	10	-6	-6	3	-28	-5	3	-9	-6	-19	13
COc1cccc(C(=O)OCC(=O)NCCCc2ccccc2)c1	8	6	-10	0	-14	-11	4	7	2	6	19
Cc1ccc(C)c(OCCC(=O)OCC(=O)NNC(=O)c2ccccc2)c1	0	4	0	-2	3	8	-19	-10	7	4	-8
CCN(CC)c1ccc(N=Cc2ccc(N(CC)CC)cc2O)cc1	19	21	7	-2	11	-11	10	10	-11	18	-15
O=C(CSc1cc(Cl)ccc1Cl)NCCN1C(=O)CSC1=O	-11	3	13	-4	-1	14	5	-18	-4	-1	-31
Cc1ccc(N(C)S(=O)(=O)c2csc(C(N)=O)c2)cc1C	11	4	12	3	10	14	5	6	0	6	14
Cn1c(CNC(=O)CNC(=O)c2ccc(C(C)(C)C)cc2)cc(=O)n(C)c1=O	-10	2	-11	-7	-10	3	-17	-2	12	0	8
O=C(NCC(c1ccc(F)cc1)N1CCOCC1)c1ccccc1F (stereo not drawn)	12	-5	10	-4	-15	0	9	-26	1	-2	19
Next records follow:
SMILES	TWEAK Fn14 block	NR2F2 inh	CF NFkB inh	LMP1 NFkB inh	TROY NFkB inh	Shn3 3UTR inh	SRC1 inh	LRH-1 inv ag	KKLEB cytotox	TRAIL sens C8	NCOA3 inh
Cc1cccc(OCC(O)Cn2c(=N)n(CCN3CCOCC3)c3ccccc32)c1 (stereo not drawn)	-22	-8	-7	14	-2	3	-64	0	-17	5	-6
CSCC[C@H](NC(=O)OC(C)(C)C)c1nnc(SCC(N)=O)o1	6	-4	7	-6	-10	-2	-9	11	-30	-6	10
O=c1cc(CCl)nc2sc3ccccc3n12	18	-1	14	5	-10	11	-11	-27	0	-18	2
CCCc1cc2c(=O)c(-c3ccccn3)c(C)oc2cc1O	6	-38	7	-10	-6	-50	-23	-10	16	10	6
O=C(CCC(=O)N(CC(=O)NC1CCCCC1)Cc1cccs1)Nc1ccccn1	-1	13	-10	-25	4	-3	-5	-1	-24	-2	-9
Cc1[nH]c2ccccc2c1C(=O)C(=O)NCCCc1ccccc1	-14	1	-2	-4	-7	8	-1	11	11	-14	12
COc1ccc(CC(=O)NCc2nnc(SCC(=O)Nc3nccs3)n2-c2ccccc2)cc1	23	7	15	11	0	9	10	8	4	-5	-8
CN1CCN(c2nc(-c3cccnc3)nc3ccccc23)CC1	-29	-10	-29	-8	-16	-3	-13	37	2	-9	3
NS(=O)(=O)c1ccc(CCNC(=O)CNC(=O)C2CCCCC2)cc1	14	-3	-1	-1	10	-16	-3	1	-1	-8	18
COC(=O)C1=C(C)NC(C)=C(C(=O)OC)C1c1ccc(-c2cc(Cl)ccc2Cl)o1	21	-7	-19	-6	-4	6	-6	9	3	-9	-12
COc1ccc(C)cc1NC(=O)Nc1ccc(Br)cn1	-6	-7	-12	-13	-4	5	10	-2	12	6	9
Cc1cc(C)n(CC(=O)O)c(=O)c1[N+](=O)[O-]	-3	8	-3	-3	6	-25	3	-1	4	1	2
c1ccc2cc(CCO[C@H]3CCCCO3)ncc2c1	66*	-25	8	26	10	-27	-107	-128	-1	0	-101
CC(C)C(NC(=O)c1ccc2c(c1)OCO2)C(=O)N/N=C/c1cccs1 (stereo not drawn)	20	-11	0	-1	7	2	10	-12	2	10	19
Nc1nc(-c2ccc3c(c2)CCO3)cs1	-14	1	-2	-15	1	-39	-31	-19	8	-3	-20
COC(=O)CSc1nnc(-c2ccccc2OC)o1	12	-1	8	3	-16	0	-44	-9	-5	4	-7
COc1cccc(C2Nc3c(F)cc(Br)cc3C3C=CCC32)c1OC (stereo not drawn)	11	-7	0	5	7	5	1	-25	17	12	-8

Sorted by the number under LMP1 NFkB inh (descending): 3 of the compounds above
SMILES	LMP1 NFkB inh
Cc1cccc(OCC(O)Cn2c(=N)n(CCN3CCOCC3)c3ccccc32)c1 (stereo not drawn)	14
COc1ccc(CC(=O)NCc2nnc(SCC(=O)Nc3nccs3)n2-c2ccccc2)cc1	11
CN1CCN(c2nc(-c3cccnc3)nc3ccccc23)CC1	-8

Some of the compounds tested; count on the stated rates, not on these rows.
